Source: PubChem
EWS-Fli inh – EWS/Fli-driven NR0B1 reporter inhibitors, primary screen, A673 cells, NR0B1 luciferase, luminescence, MLPCN library | 350,000 tested, 0.67% active | inhibition, % at 12.6 µM | viability-normalised;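 active = mean inhibition of at least 50% after viability correction, with every replicate also passing that limit; inconclusive = mean reaches 50% but only one of two replicates passes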;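 note: firefly luciferase signal divided by Alamar Blue viability fluorescence both relative to DMSO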
PAX8 reporter – inhibitors of PAX8-driven TPO luciferase reporter, primary screen, RMG-I cells, single concentration; inhibition, % at 12.6 µM; SteadyGlo, 24 h; AID 652154, 2013; 360,000 tested, 1.2% active;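 active = mean replicate inhibition at least 60% with every replicate also reaching 60%; inconclusive = only one of the two criteria is met; inactive = mean below 60% and not all replicates reaching 60%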;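 note: luciferase light reporting Pax8 driven TPO promoter activity; plate controls were median of neutral control wells for no effect and mitoxantrone controls for full effect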
INS-1E GSIS act – GLuc luminescence reporter in INS-1E cells, primary screen for activators of glucose-dependent secretion of insulin; INS-1E GLuc reporter insulin secretion, 2-3 h; activation, % at 16.6 µM; 370,000 tested, 0.61% active;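 active = lowest replicate activation of at least 40%, so every replicate reaches that level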;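 note: 0% = median of neutral control wells and 100% = median of IBMX positive control wells; some compounds called inactive have numbers as strong as hits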
DENV2 CPE – inhibitors of DENV2 cytopathic effect, primary screen, cell-based, plate reader, single concentration; 350,000 tested, 1.7% active; DENV2-infected cells, cytopathic effect rescue; AID 651640, 2012; CPE inhibition, % at 9.99 µM; in the data active = CPE inhibition above about 20%, passing the limit was not always enough; inconclusive = no clear call, values can overlap the other calls; tested in BHK-21 cells;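 note: 0% = median of neutral control wells and 100% = median of positive control wells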
ARNT-TACC3 inh – disruptors of ARNT/TACC3 protein interaction, primary screen, biochemical, AlphaScreen, single concentration | Transforming acidic coiled-coil-containing protein 3 (Homo sapiens), Q9Y6A5 | AlphaScreen His-ARNT PAS-B/GST-TACC3 binding, luminescence; TACC3 fragment carries E629A point mutation | inhibition, % at 9.99 µM | 390,000 tested, 0.66% active | AID 623870, 2012;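 active = mean inhibition of replicates at least 50% and at least half of replicates each reaching 50%; inconclusive = half or more replicates reach 50% but mean below 50%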;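 note: 0% = complete ARNT plus TACC3 wells and 100% = ARNT alone without TACC3; many hits fall short of the cut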
CFTR F508del cor – F508del CFTR correction, initial screen, CFBE line, single point. CFBE cells, YFP halide quenching; stimulated with forskolin plus potentiator P3; % fluorescence drop versus neutral controls. activity (quench increase), % at 7.58 µM. 350,000 tested, 0.36% active. AID 720511, 2013;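 active = mean added fluorescence quench of at least 8% versus neutral control, with both replicates also reaching 8%; inconclusive = only one of the mean or replicate conditions met; inactive = mean below 8% and not both replicates reaching 8%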;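 note: cells transiently co-express mutant CFTR-F508del with the halide-sensitive YFP; corrector assay measuring rescue of mutant channel to the surface after 24 h compound exposure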
ERp5 block – inhibitors of ERp5-driven insulin aggregation, primary screen, biochemical, turbidity, absorbance 650 nm, single point; inhibition, % at 9.99 µM; Protein disulfide-isomerase A6 (Homo sapiens), Q15084; 90 min; 350,000 tested, 0.05% active;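 active = mean replicate inhibition above about 25%, with every replicate also reaching it, limit read from the data, passing the limit was not always enough; inconclusive = only one of those two criteria met; inactive = neither criterion met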
Target sequence (Q15084 whole entry, looked up): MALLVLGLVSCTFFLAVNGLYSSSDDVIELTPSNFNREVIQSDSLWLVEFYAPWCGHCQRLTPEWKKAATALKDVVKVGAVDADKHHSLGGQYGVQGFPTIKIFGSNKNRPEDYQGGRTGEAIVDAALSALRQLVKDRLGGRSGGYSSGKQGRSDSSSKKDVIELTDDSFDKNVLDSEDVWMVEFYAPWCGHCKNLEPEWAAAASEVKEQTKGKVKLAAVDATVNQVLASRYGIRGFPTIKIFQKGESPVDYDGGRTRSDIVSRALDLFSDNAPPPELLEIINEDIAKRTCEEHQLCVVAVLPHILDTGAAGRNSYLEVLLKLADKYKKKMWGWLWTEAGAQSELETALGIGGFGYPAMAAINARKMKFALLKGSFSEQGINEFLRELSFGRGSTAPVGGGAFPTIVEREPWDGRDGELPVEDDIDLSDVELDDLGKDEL
Xi reactivation – activators of inactive X chromosome reactivation, primary screen, imaging, XiGFP fibroblasts, GFP high-content imaging, set 2; XiGFP mouse fibroblasts, % GFP-positive cells imaging, 3 d; cells co-treated with 5-aza-dC sensitizer; scaled so ellipticine positive control = 100%; activation, % at 7.58 µM; 360,000 tested, 0.055% active; AID 743238, 2013;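 active = mean normalized replicate activation at least 10% and every replicate at or above 10%; inconclusive = only one of the two criteria met; inactive = mean below 10% and not all replicates reach 10%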;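 note: 0% = median of on-plate neutral control wells and 100% = ellipticine 6 µM median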
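Material: SV40-immortalized XiGFP fibroblast cells, line 68-5-11 | Buffer or medium: DMEM containing 5-aza-dC | Dosing: One concentration, pinned | Times: 3 d treatment, 15 min room-temperature fixation | Controls: Ellipticine 6 µM positive control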
The depositor's hits bear a star; ? = inconclusive; nt = no result given; + = active, no number.

SMILES	EWS-Fli inh	PAX8 reporter	INS-1E GSIS act	DENV2 CPE	ARNT-TACC3 inh	CFTR F508del cor	ERp5 block	Xi reactivation
CCOc1ccccc1NC(=O)C(=O)N/N=C/c1ccc([N+](=O)[O-])cc1	6	-16	3	-3	-6	4.6	1	0.0
CN1c2ccccc2C(C)(C)C12CC(c1cccc(S(=O)(=O)N3CCCC3)c1)=NO2 (configuration not stated)	nt	20	-20	nt	-16	nt	nt	-0.1
C[C@@H]1CN([C@@H](C)CO)C(=O)c2cccc(NC(=O)C3CCOCC3)c2O[C@@H]1CN(C)Cc1ccccc1	1	-12	24	-8	-3	0.0	-1	0.1
C[C@H](CO)N1C[C@H](C)[C@H](CN(C)S(=O)(=O)c2cccs2)OCCCC[C@H](C)Oc2ccc(NS(=O)(=O)c3cccs3)cc2C1=O	3	19	-20	2	9	-0.5	2	0.4
CCOC(=O)c1cc(C(C)C)sc1NC(=O)COC(=O)c1nccnc1N	1	-6	39	-2	-5	2.7	11	0.2
CNC[C@@H]1Oc2ccc(NS(=O)(=O)c3cccs3)cc2CC(=O)N([C@@H](C)CO)C[C@@H]1C	0	nt	15	-2	-1	-2.0	4	-1.1
COc1ccc(C#Cc2ccc([C@@H]3[C@H](CO)N4CCCCN(C(=O)Nc5ccccc5F)C[C@@H]34)cc2)cc1	17	45	-13	-37	1	-1.6	-5	0.2
C[C@@H]1CN([C@H](C)CO)C(=O)Cc2cc(NC(=O)Cc3ccccc3)ccc2O[C@@H]1CN(C)Cc1ccc(-c2ccccc2)cc1	20	11	-2	-11	4	-0.3	-3	0.1
C[C@@H]1CN([C@@H](C)CO)C(=O)c2cc(NC(=O)Nc3ccc(C(F)(F)F)cc3)ccc2O[C@@H](C)CCCCO[C@@H]1CN(C)S(=O)(=O)c1ccccc1	-1	-8	5	5	-1	6.4	5	0.2
C/C(=C(/CCO)SSCC1CCCO1)N(C=O)Cc1cnc(C)nc1N (configuration not stated)	-1	-12	nt	2	-4	-3.6	-4	0.2
CCc1nccn1CCC(=O)N1CCc2c([nH]c3ccccc23)C1CC(C)C (configuration not stated)	19	34	-11	9	8	-0.6	5	-0.1
C=CCN(Cc1nc(-c2cc(OC)c3c(c2)OCO3)oc1C)C1CCS(=O)(=O)C1 (configuration not stated)	0	0	-6	-8	0	3.9	-1	0.0
CCOC(=O)C1=NN(C(=O)c2ccc(OC)cc2)C(O)(c2ccc(Cl)cc2)C1 (configuration not stated)	3	-9	-9	-2	-2	-3.0	2	0.1
COc1ccc(-c2c(C(=O)c3ccccc3)[nH]c(N)c2C(N)=O)cc1OC	-20	-29	32	?	nt	4.3	4	0.0
CCOC(=O)C1CCCN(C(=O)c2ccc(NC(=O)CC3SC(N4CCCC4)=NC3=O)cc2)C1 (configuration not stated)	-5	-10	9	14	-3	0.5	6	0.0
COc1ccc(NC(=O)CC2C(=O)N(c3ccccc3)C(=O)N2CCc2cccs2)cc1 (configuration not stated)	0	68*	-23	-8	-20	-1.4	1	-0.1
Cn1c(=O)c2c(nc3n2CC(COc2ccc(Cl)cc2)O3)n(C)c1=O (configuration not stated)	6	-8	-8	-2	-6	2.7	1	0.3
FC(F)(F)c1cc(CCN2CCNC[C@H]2Cc2cccc3ccccc23)cc(C(F)(F)F)c1	24	-6	+	84*	-1	3.1	5	0.1
Cc1ccc(C23CC4CC(CC(C(=O)NCC(=O)O)(C4)C2)C3)cc1	-2	1	2	5	-25	-1.4	-2	0.0
Cc1cc(C)c(C#N)c(N2CCCC2)n1	1	nt	4	-1	4	1.3	-6	nt
Cc1cc(OCC(=O)NNC(=O)CCc2ccccc2)ccc1Br	4	5	0	-4	-3	-2.5	4	0.0
Cc1cccc(C(=O)N[C@H](C(=O)Nc2cccc(S(=O)(=O)N3CCCC3)c2)C(C)C)c1	-7	-23	-32	6	-3	-0.2	5	0.0
C[C@H]1CN([C@@H](C)CO)S(=O)(=O)c2ccc(C#CC3CCCC3)cc2O[C@@H]1CN(C)C(=O)Cc1ccncc1	15	-16	7	-2	11	1.0	0	-0.3
COc1ccc(C(=O)COC(=O)Cc2n[nH]c(=O)c3ccccc23)c(OC)c1	4	21	-26	1	-2	0.6	15	0.0
CC(=O)c1c(C)[nH]c(C(=O)OCC(=O)NCc2ccccc2)c1C	7	0	9	?	nt	-2.0	-2	0.0
Additional entries follow:
SMILES	EWS-Fli inh	PAX8 reporter	INS-1E GSIS act	DENV2 CPE	ARNT-TACC3 inh	CFTR F508del cor	ERp5 block	Xi reactivation
O=C(CSS(=O)(=O)O)N1CCN(C(=O)c2ccoc2)CC1	12	19	1	-9	2	0.6	4	0.1
O=C(Cc1ccc(F)cc1)Nc1nnc(SCC(=O)NC2CCCC2)s1	0	-6	-4	5	-11	-0.7	-5	0.0
Cc1ccc(C(=O)OCc2nnc(-c3ccccc3)o2)cc1S(=O)(=O)N1CCOCC1	-7	nt	20	0	0	1.5	3	0.5
CCC(C(=O)NC1CCCCC1)N(C(=O)c1snc(C(N)=O)c1N)c1ccc(OC)cc1OC (configuration not stated)	nt	10	-12	7	-1	1.9	1	0.1
Cc1ccc2c(c1)CCCN2CC(=O)Nc1cc(S(=O)(=O)N2CCCC2)ccc1Cl	13	18	nt	0	8	0.6	-7	0.4
COc1cc([C@@H]2OC[C@@H]3[C@H]2CO[C@@H]3c2ccc3c(c2)OCO3)ccc1O	17	2	-3	4	7	-0.3	-8	0.5
CCCNC(=O)NC1CCCc2ccccc21 (configuration not stated)	-3	3	3	14	nt	-0.5	4	0.0
CNC[C@H]1Oc2cc(-c3ccncc3)ccc2S(=O)(=O)N([C@H](C)CO)C[C@@H]1C	-6	nt	9	nt	nt	-3.7	nt	-0.8
CCOC(=O)N1CCN(C(=O)C2CCCN(S(=O)(=O)c3ccc(C)cc3)C2)CC1 (configuration not stated)	-1	nt	-25	1	1	0.5	-1	nt
C[C@H](CO)N1C[C@H](C)[C@@H](CN(C)S(C)(=O)=O)Oc2ccc(NC(=O)Nc3ccc(C(F)(F)F)cc3)cc2CC1=O	nt	9	20	-3	nt	1.3	0	-1.0
CCOc1ccc2cc(S(=O)(=O)N3CCCCC3)ccc2c1	22	17	-6	8	-4	1.5	2	0.0
CNC[C@@H]1OCc2cn(nn2)CCCC(=O)N([C@@H](C)CO)C[C@H]1C	-5	nt	9	0	-8	-0.5	8	0.2
N#Cc1nnn2c1nc(N)c1c(F)cccc12	-2	0	1	-3	11	2.5	4	0.1
Cc1ccc(Cc2c(-c3ccc(C)cc3)nc3c4ccccc4ccn23)cc1	-25	15	6	3	nt	-20	-1	-0.1
O=S(=O)(N[C@H]1CC[C@@H](CCn2cc(C3(O)CCCC3)nn2)O[C@H]1CO)c1ccccc1	-1	-2	8	?	-6	-1.0	-2	-0.4
O=C(COC(=O)CSc1ccc([N+](=O)[O-])cc1)NCCc1ccccc1	8	0	-6	-3	-2	3.3	-2	0.3
Cc1ccc(S(=O)(=O)C2(S(=O)(=O)c3ccc(C)cc3)CC2)cc1	1	21	-11	-5	-3	-0.7	-2	0.0
CCn1c(SCC(=O)C(C)(C)C)nnc1-c1cccnc1	-3	nt	9	nt	2	1.5	7	nt
Cc1nnc(SCC(=O)Nc2ccccc2)n(N)c1=O	2	1	1	-5	5	-2.1	-2	0.0
O=c1[nH]cnc2c1nc(NCc1ccccc1)n2C1O[C@@H](CO)[C@H](O)[C@@H]1O (some centres not stated)	-1	1	nt	-4	nt	4.8	-1	0.1
O=C(COC(=O)c1cc(S(=O)(=O)N2CCOCC2)ccc1F)Nc1ccccc1C(F)(F)F	-2	-8	13	-8	nt	-2.4	5	0.3
CCc1nccn1-c1cc(C(C)(C)C)nc2c(-c3ccc(Cl)cc3)cnn12	-19	-25	-3	-6	-4	nt	9	0.1
C[C@@H]1CCCCO[C@@H](CN(C)C)[C@H](C)CN([C@H](C)CO)C(=O)c2cc(NS(C)(=O)=O)ccc2O1	-7	9	18	13	0	-0.1	1	0.3
C/C(=N\NC(=O)c1cc(-c2cccc([N+](=O)[O-])c2)n[nH]1)c1ccc(F)cc1	2	1	14	-2	1	-0.4	1	0.0
CC(C)C(C)NC(=O)CN1C(=O)NC2(CCc3ccccc32)C1=O (configuration not stated)	5	8	17	4	-44	1.4	-4	0.4
O=C(Nc1cc(F)ccc1F)N[C@@H]1CC[C@H](CCn2cc(C3CCCCC3)nn2)O[C@H]1CO	2	7	2	-5	-7	0.6	2	0.0
CCn1c(SCC(=O)NCc2ccccc2)nc2ccccc2c1=O	4	nt	5	17	-9	0.6	4	nt
C[C@@H]1CN([C@H](C)CO)C(=O)CCCn2cc(nn2)CO[C@@H]1CN(C)Cc1ccc2c(c1)OCCN2C	-4	4	3	0	-5	-0.8	-1	-0.6
CC(C)=CCN1CCN(Cc2nc(-c3ccccc3)cs2)CC1CCO (configuration not stated)	0	7	7	-9	21	1.5	-3	0.0
COC(=O)C1=C(C)NC(C)=C(C(=O)OC)C1C(=O)OCc1nnc(-c2ccccc2)o1	-3	0	23	-1	0	1.3	0	0.3

Of the compounds above, these contain an aryl methoxy group:
SMILES	EWS-Fli inh	PAX8 reporter	INS-1E GSIS act	DENV2 CPE	ARNT-TACC3 inh	CFTR F508del cor	ERp5 block	Xi reactivation
COc1ccc(C#Cc2ccc([C@@H]3[C@H](CO)N4CCCCN(C(=O)Nc5ccccc5F)C[C@@H]34)cc2)cc1	17	45	-13	-37	1	-1.6	-5	0.2
C=CCN(Cc1nc(-c2cc(OC)c3c(c2)OCO3)oc1C)C1CCS(=O)(=O)C1 (configuration not stated)	0	0	-6	-8	0	3.9	-1	0.0
CCOC(=O)C1=NN(C(=O)c2ccc(OC)cc2)C(O)(c2ccc(Cl)cc2)C1 (configuration not stated)	3	-9	-9	-2	-2	-3.0	2	0.1
COc1ccc(-c2c(C(=O)c3ccccc3)[nH]c(N)c2C(N)=O)cc1OC	-20	-29	32	?	nt	4.3	4	0.0
COc1ccc(NC(=O)CC2C(=O)N(c3ccccc3)C(=O)N2CCc2cccs2)cc1 (configuration not stated)	0	68*	-23	-8	-20	-1.4	1	-0.1
COc1ccc(C(=O)COC(=O)Cc2n[nH]c(=O)c3ccccc23)c(OC)c1	4	21	-26	1	-2	0.6	15	0.0
CCC(C(=O)NC1CCCCC1)N(C(=O)c1snc(C(N)=O)c1N)c1ccc(OC)cc1OC (configuration not stated)	nt	10	-12	7	-1	1.9	1	0.1
COc1cc([C@@H]2OC[C@@H]3[C@H]2CO[C@@H]3c2ccc3c(c2)OCO3)ccc1O	17	2	-3	4	7	-0.3	-8	0.5
